WRN helicase inh – qHTS for Inhibitors of WRN Helicase. Bifunctional 3'-5' exonuclease/ATP-dependent helicase WRN (Homo sapiens), Q14191. WRN helicase unwinding, fluorescent forked duplex, kinetic. Potency, µM (titrated, usually from 114 µM), inactives show top-dose activity change, negative = inhibition, hits mostly inhibitors. 360,000 tested, 0.46% active; further: potency means the concentration at half of the fitted maximal effect; on the % scale 0 is the no-effect control and ±100 the full control effect; nearly all actives have a fitted effect of over 55% in size
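WRN at 20 nM final preincubated with compound 15 min at room temperature; reaction started with 100 nM fluorophore/quencher forked duplex oligonucleotide and 2 mM ATP final. Unwinding followed kinetically by red fluorescence (ex 525, em 598 nm).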
MmCpn inh – Inhibitors of TCP-1 ring complex (TRiC) of Methanococcus maripaludis (MmCpn): qHTS | Potency, µM (highest dose often 76.9 µM), for inactives: at the top dose activity, negative = inhibition, most hits filed as inhibitors | purified Mm-Cpn ATPase, ADP Transcreener TR-FRET | Chaperonin Mm-Cpn (Methanococcus maripaludis) | AID 504842, 2011 | 330,000 tested, 0.031% active; further: potency means the concentration at half of the fitted maximal effect; on the % scale 0 is the no-effect control and ±100 the full control effect; nearly all actives have a fitted effect of over 80% in size
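ATPase read-out: TR-FRET ADP immunoassay (anti-ADP Eu cryptate vs ADP-d2), ex 320 nm, em 590/665 nm; signal drops as ADP forms. Enzyme 25 nM, ATP 10 uM, 30 min at 37°C after 10 min compound preincubation.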
EPAC2 antagonist – qHTS for Antagonist of cAMP-regulated guanine nucleotide exchange factor 2 (EPAC2): primary screen | 360,000 tested, 0.18% active | Rap guanine nucleotide exchange factor 4 (Homo sapiens), Q8WZA2 | Potency, µM (titrated, usually from 114 µM), without a hit: at the highest dose activity, negative = inhibition, actives largely listed as inhibitors | EPAC2 GEF exchange of Rap1B-BODIPY-GDP, fluorescence; further: potency means the concentration at half of the fitted maximal effect; on the % scale 0 is the no-effect control and ±100 the full control effect; nearly all actives have a fitted effect of over 45% in size; many of its hits are not listed in these tables
PI5P4K alpha inh – qHTS for Inhibitors of phosphatidylinositol 5-phosphate 4-kinase (PI5P4K); 330,000 tested, 1.2% active; AID 652105, 2013; max response, %; Phosphatidylinositol 5-phosphate 4-kinase type-2 alpha (Homo sapiens), P48426; PI5P4Kalpha enzyme, ADP-Glo luminescence, 60 min; hits give low values; active means max response of -50% or lower; inconclusive means between -30% and -50%; inactive means -30% or higher; further: value at the top dose of about 77 µM; on the % scale 0 is the no-effect control and ±100 the full control effect
Target sequence (P48426 whole entry, looked up): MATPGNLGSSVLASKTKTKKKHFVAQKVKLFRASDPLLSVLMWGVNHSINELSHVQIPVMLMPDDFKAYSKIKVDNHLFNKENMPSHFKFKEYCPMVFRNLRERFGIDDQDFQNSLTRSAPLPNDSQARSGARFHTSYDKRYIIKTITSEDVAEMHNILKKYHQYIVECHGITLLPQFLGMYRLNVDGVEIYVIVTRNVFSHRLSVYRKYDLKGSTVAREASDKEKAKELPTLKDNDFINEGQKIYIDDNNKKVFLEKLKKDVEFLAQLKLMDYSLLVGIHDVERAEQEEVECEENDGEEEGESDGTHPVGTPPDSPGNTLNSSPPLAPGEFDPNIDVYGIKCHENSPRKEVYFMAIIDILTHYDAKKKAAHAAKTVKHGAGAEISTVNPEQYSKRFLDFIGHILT
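PI5P4Kalpha ADP-Glo assay; 5 microM ATP final; 60 min RT reaction; HEPES pH 7.4/EGTA/CHAPS, 5% DMSO; controls lacking substrate or enzyme; luminescent end-point.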
EPAC1 agonist – qHTS for Agonist of cAMP-regulated guanine nucleotide exchange factor 3 (EPAC1): primary screen; 360,000 tested, 0.073% active; EPAC1 agonist qHTS, biochemical assay; response scale: 100% = response to 6.5 mM cAMP; Potency, µM (top dose mostly 154 µM), for inactives: top-dose activation, actives largely listed as activators; AID 720707, 2013; Rap guanine nucleotide exchange factor 3 (Homo sapiens), O95398; further: potency means the concentration at half of the fitted maximal effect; nearly all actives have a fitted effect of over 60% in size
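Multi-concentration qHTS readout: loss of Rap1B-bound BODIPY-GDP fluorescence driven by 100 nM EPAC1 with excess GDP (50 uM), monitored kinetically at room temperature; agonist response expressed relative to 6.5 mM cAMP.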
CCT chaperon mod – High-Throughput Screening for Modulators of Cytosolic Chaperonin Activity. purified chaperonin ATPase assay, HTRF ADP detection, 30 min. activity change, % (concentration not given with the values), hits read low. 360,000 tested, 0.3% active. AID 651819, 2012; in the data active means activity change below about -30%; further: on the % scale 0 is the no-effect control and ±100 the full control effect
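ATPase activity: ADP formed was measured by HTRF Transcreener (665/615 nm ratio) after 30 min at 37 deg C with 10 uM ATP. Compounds screened at one 76 uM concentration against 40 or 20 nM TRiC in Tris pH 7.4/KCl/MgCl2/DTT buffer.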
EPAC1 antag – qHTS for Antagonist of cAMP-regulated guanine nucleotide exchange factor 3 (EPAC1): primary screen | Potency, µM (top dose mostly 115 µM), without a hit: at the top dose activity change, negative = inhibition, hits mostly inhibitors | 360,000 tested, 0.14% active | AID 720709, 2013 | EPAC1 GEF assay, Rap1b-BODIPY-GDP exchange fluorescence;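 further: potency means the concentration at half of the fitted maximal effect; plate controls were vehicle for no effect and positive control for full effect; nearly all actives have a fitted effect of over 50% in size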
PLK1 PBD block – qHTS for Inhibitors of PLK1-PDB (polo-like kinase 1 - polo-box domain): Primary Screen | 360,000 tested, 2.8% active | Potency, µM, for inactives: max response, negative = inhibition, most hits filed as inhibitors | Serine/threonine-protein kinase PLK1 (Homo sapiens), P53350 | Plk1 PBD binding of FITC phosphopeptide, fluorescence polarization; further: potency means the concentration at half of the fitted maximal effect; series mostly up to about 57 µM; on the % scale 0 is the no-effect control and ±100 the full control effect; nearly all actives have a fitted effect of over 65% in size
Target sequence (P53350 whole entry, looked up, the tested form may be a part): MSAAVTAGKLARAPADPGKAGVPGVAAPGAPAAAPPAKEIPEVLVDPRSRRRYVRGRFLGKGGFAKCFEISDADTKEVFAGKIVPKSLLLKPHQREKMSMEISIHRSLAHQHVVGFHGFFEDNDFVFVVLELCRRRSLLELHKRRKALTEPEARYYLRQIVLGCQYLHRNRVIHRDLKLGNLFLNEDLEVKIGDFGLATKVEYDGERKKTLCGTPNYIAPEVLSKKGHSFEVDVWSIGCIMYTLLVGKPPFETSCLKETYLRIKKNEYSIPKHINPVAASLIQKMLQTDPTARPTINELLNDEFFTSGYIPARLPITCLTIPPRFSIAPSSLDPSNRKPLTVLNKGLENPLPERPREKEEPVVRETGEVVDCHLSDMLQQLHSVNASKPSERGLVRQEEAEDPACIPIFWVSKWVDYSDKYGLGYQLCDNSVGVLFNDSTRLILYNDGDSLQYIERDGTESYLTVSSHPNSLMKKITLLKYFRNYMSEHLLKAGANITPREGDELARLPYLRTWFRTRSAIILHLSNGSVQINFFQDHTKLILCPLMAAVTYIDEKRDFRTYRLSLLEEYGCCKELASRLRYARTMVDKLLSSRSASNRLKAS
* hit, by the source's call; ? = inconclusive; . = not tested or not shown; & = joins results of further samples; [ ] = dose if it differs, or a comment. Unless noted, the call rests on the fitted dose curve; in most records, active means well fitted curve in the direction sought with a large enough effect; inconclusive means small, poorly fitted or top-dose-only effect, or another doubt; inactive means no such curve, though single readings can be large; an effect the other way counts as inactive or inconclusive. Only part of the results is shown; the hit share may differ from the screen's.

SMILES	WRN helicase inh	MmCpn inh	EPAC2 antagonist	PI5P4K alpha inh	EPAC1 agonist	CCT chaperon mod	EPAC1 antag	PLK1 PBD block
O=C(O)CCCC(=O)N1N=C(c2c(-c3ccccc3)c3cc(Cl)ccc3[nH]c2=O)CC1c1cccs1 (stereo not drawn)	-2.4%	-3.6%	-1.1%	-2.1	-7.3%	-1.4	-14.8%	-15.9%
O=C1N(Cc2cccc(Cl)c2)C[C@@H]2C[C@@H](c3cccn3-c3ccccn3)N3CCC[C@@]123	16.6%	-3.7%	1.6%	-2.3	2.3%	-1.9	9.6%	-8.4%
COC(=O)C1=C(C)N(C)C(=O)NC1c1cc2c(cc1[N+](=O)[O-])OCO2 (stereo not drawn)	-14.5%	1.3%	8.0%	0.8	2.9%	-0.7	-5.6%	-19.0%
Cc1ccc(N2CC(NC(=O)C(=O)c3c[nH]c4ccccc34)CC2=O)cc1C (stereo not drawn)	-15.0%	1.4%	7.0%	-0.8	?	-0.6	-22.6%	-7.1%
O=C(O)c1cccc(Nc2c3ccccc3nc3ccccc23)c1	-7.7%	-11.0%	24.2%	-1.5	2.4%	-3.0	-8.5%	0.9%
Cn1c(C(=O)NCCOc2ccccc2Cl)cc(=O)n(C)c1=O	4.4%	1.4%	11.0%	-3.4	-2.4%	0.2	-2.0%	-11.1%
O=C(c1cc2ncc(Br)cn2n1)N1CCOCC1	-5.6%	1.1%	1.0%	.	6.0%	-1.5	-5.3%	-6.4%
COc1ccc(S(=O)(=O)N2CCCCCC2)cc1NC(C)C(=O)Nc1ccc(NC(C)=O)cc1 (stereo not drawn)	-5.1%	.	-4.2%	3.5	5.1%	2.7	-1.1%	-0.8%
CN1C(=O)S/C(=C/c2ccccc2OCc2ccc(C(=O)O)cc2)C1=O	-23.8%	-0.6%	6.0%	-3.0	12.6%	-3.5	-2.0%	-18.3%
COc1ccc2nc(NC(=O)CN3C(=O)NC4(CCCC4)C3=O)sc2c1	8.6%	-9.8%	1.8%	-6.7	-0.3%	-1.7	-20.3%	-2.0%
CCOc1ccccc1NC(=O)c1ccc2c(=O)n3c(nc2c1)CCCCC3	6.8%	0.1%	2.2%	-3.0	4.5%	-1.1	-10.7%	-11.3%
O=C(CN1C(=O)CCC1=O)Nc1cccc2c1C(=O)NC2=O	9.2%	1.4%	3.9%	-1.7	-14.4%	0.3	27.0%	-4.3%
CCOCCCNC(=O)c1cccc(OC2CCN(S(C)(=O)=O)CC2)c1	-3.0%	0.3%	-1.7%	6.1	18.4%	-3.9	4.0%	5.6%
Cn1c(=O)oc2cc(S(=O)(=O)N3CCN(c4ccccn4)CC3)ccc21	5.0%	1.7%	4.8%	4.1	10.2%	-2.5	-11.3%	-13.3%
COc1ccc(CNC(=O)O[C@H]2C[C@@H]3C(=O)N(c4ccccc4)C(=O)[C@@H]3[C@@H]3CN(S(=O)(=O)c4ccc(C)cc4)C[C@]23O)cc1OC	-3.1%	.	-8.3%	-2.2	-5.4%	-3.0	-14.7%	-17.3%
COc1ccc(-n2cc(CNCCN3CCOC3=O)c(-c3ccccc3Cl)n2)cc1	2.1%	2.4%	-4.5%	6.9	2.2%	0.6	-26.1%	-28.7%
COc1ccc(N(C(C)C(=O)N2CCC(Cc3ccccc3)CC2)S(C)(=O)=O)cc1 (stereo not drawn)	-6.7%	0.3%	-11.7%	0.8	-1.7%	0.0	3.2%	0.0%
Cc1ccccc1CSc1nnc(Cn2c(=O)sc3ccccc32)n1C	-21.7%	1.0%	1.4%	1.7	-6.1%	-1.3	?	-19.7%
CN1CCCN(C(=O)c2ccc(Cl)cc2)CC1	-27.7%	0.3%	1.1%	-3.3	4.6%	1.0	6.4%	-8.4%
CCOC(=O)N1CCN(CC(=O)c2ccc(O)c(C)c2O)CC1	-7.0%	0.5%	1.5%	0.8	-3.7%	-1.8	3.3%	-2.1%
COCC(C)n1c(-c2ccc3c(c2)NC(=O)CO3)csc1=Nc1ccc(OC(F)F)cc1 (stereo not drawn)	0.3%&-15.3%	1.8%	-18.5%&-14.0%	3.2&17.6	0.3%&4.1%	-2.9&1.0	-3.9%&-14.6%	1.7%&1.4%
Nc1nc(NCc2ccccc2)nc(Nc2cccc(F)c2)c1[N+](=O)[O-]	-7.8%	1.6%	1.5%	.	4.5%	-0.1	-1.2%	-7.3%
Cc1ccc(CN2C(=NC(=O)CCC(=O)O)SC3CS(=O)(=O)CC32)cc1 (stereo not drawn)	-7.0%	-1.2%	0.5%	1.4	6.0%	1.5	-6.1%	-6.7%
CC(=O)c1c(C)[nH]c(C(=O)CSc2nc3ccc(C)cc3[nH]2)c1C	1.6%	-2.1%	-1.7%	0.5	0.0%	1.5	-1.6%	-10.5%
CC1(C)CC(Cc2ccc(C(F)(F)F)cn2)N(C(=O)OC(C)(C)C)C1 (stereo not drawn)	-8.4%	.	1.3%	2.8	-8.4%	.	-20.6%	-21.3%
CCOc1ccccc1NS(=O)(=O)c1ccc(Br)s1	-5.9%	.	1.9%	.	-2.0%	-0.7	-9.2%	-5.2%
COc1ccc(OC)c(NC(=O)CSc2nnc(Cc3cccn3C)n2CCc2ccccc2)c1	-1.4%	-1.5%	-13.4%	.	19.5%	-0.5	-12.2%	-6.7%
COc1cc(NC(=O)CN2CCN(c3ccccc3O)CC2)c(C)cc1[N+](=O)[O-]	-9.2%	3.1%	5.4%	-10.3	-6.8%	0.5	14.6%	3.8%
CCCCc1cc(=O)oc2c(C)c(OCC(=O)N3CCCC3)ccc12	-5.7%	1.3%	0.0%	3.8	1.2%	0.9	-4.2%	-3.9%
O=C(NCCN1CCNC1=O)C1CCC(=O)N(CCc2ccccc2)C1 (stereo not drawn)	-28.2%	0.2%	4.3%	-6.8	-0.6%	0.3	-11.5%	1.5%
OC(c1ccc(Cl)cc1)c1ncc(-c2ccccc2Cl)[nH]1 (stereo not drawn)	3.1%	.	3.6%	-5.5	9.0%	-3.0	-3.1%	-5.0%
Cc1cccc(NC(=O)COC(=O)C2C3CC4OC(=O)C2C4C3)c1C (stereo not drawn)	1.5%[57.1 µM]	2.3%	-9.1%	-3.3	7.1%	1.5	7.9%	-4.2%
O=C(CN1CCN(Cc2ccccc2Cl)CC1)N/N=C/C=C\c1ccccc1[N+](=O)[O-]	-2.5%	1.6%	2.6%[57.1 µM]	-3.8	-0.8%	1.5	-18.1%	-0.9%
CS(=O)(=O)N(CC(=O)Nc1ccccc1Sc1ccccc1)C1CCCCC1	-11.2%	3.6%	-22.8%	.	9.3%	-2.3	-12.8%	-5.0%
O=C(NCc1nnnn1-c1ccc(F)c(F)c1)c1ccc2ccccc2c1	-7.0%	-3.5%	-18.2%	1.9	6.4%	1.2	-13.8%	-9.9%
Cc1c(C(=O)N2CCOCC2)sc(NC(=O)C(C)C)c1C#N	4.0%	2.7%	7.6%	4.0	4.4%	0.4	12.4%	-1.0%
Cn1nc(C(=O)N2CCN(c3ccccc3)CC2)c2c1-c1ccccc1S(=O)(=O)C2	-4.7%	-0.7%	4.9%	-0.9	2.7%	-0.3	12.4%	1.6%
COc1cc(C(=O)NNC(=O)C2CC2)cc(OC)c1OC	1.2%	3.1%	0.3%	2.4	-9.1%	0.0	10.5%	-23.6%
COc1ccc(CCNC(=O)C2CCN(Cc3nc(-c4ccccc4C)oc3C)CC2)cc1OC	2.1%	-6.0%	7.2%	.	1.2%	1.6	9.1%	1.6%
COCC1CCN(Cc2cn[nH]c2-c2cc3ccccc3o2)C1 (stereo not drawn)	9.4%	-3.4%	-4.4%	-4.3	14.2%	0.6	3.3%	-17.1%
Cc1noc(C)c1S(=O)(=O)N(C)C[C@H]1Oc2ccc(NC(=O)CCC(F)(F)F)cc2C(=O)N([C@H](C)CO)C[C@@H]1C	6.3%	-3.4%	10.9%	-1.1	4.2%	-1.4	1.9%	-12.3%
OC[C@@H]1CN(Cc2ccc3c(c2)OCO3)C[C@H](n2cnc3c(N4CCCC4)ncnc32)O1	1.3%	.	0.2%	-0.9	-10.5%	-5.3	-7.0%	-5.9%
COc1ncccc1-c1nnn(-c2ccc(Cl)nc2)n1	-0.9%	.	0.6%	-0.6	0.8%	-0.9	9.4%	-3.0%
COc1ccccc1Nc1ccc(NC(=O)c2cccc([N+](=O)[O-])c2C)cc1	-7.0%	1.7%	0.6%	2.0	9.7%	-5.2	-12.1%	-11.5%
COc1ccc(OC)c(S(=O)(=O)Nc2cc3c4c(c2)CCN4C(=O)CC3)c1	-8.9%	0.2%	17.6%	9.7	6.1%	-0.8	5.8%	-8.7%
COc1ccc(/C=C/C(=O)Nc2cc(F)ccc2C)cc1S(=O)(=O)N1CCOCC1	-4.3%[57.1 µM]	-2.4%	-4.3%	3.9	0.9%	-1.7	?	9.0%
O=C(CC1(O)C(=O)N(CCc2ccccc2)c2ccccc21)c1ccco1 (stereo not drawn)	1.8%	4.2%	13.5%	-17.2	-5.1%	0.0	8.0%	0.1%
CCNC(=O)C1(C)CCCN(C(=O)c2sccc2C)C1 (stereo not drawn)	-4.2%	.	3.8%	-1.5	9.5%	0.5	-5.2%	-3.0%
COc1ccc(-c2csc(C(NC(C)=O)c3ccccc3)n2)cn1 (stereo not drawn)	2.5%	.	10.6%	-0.3	10.0%	-1.1	-16.9%	-16.8%
CCC(=O)Nc1ccccc1C(=O)N1CCCC1	9.5%	-0.8%	22.0%	-0.3	2.9%	0.9	16.6%	-6.6%

High-throughput results deposited in PubChem BioAssay by National Center for Advancing Translational Sciences (NCATS).
